# Assay outcomes deposited in PubChem by National Center for Advancing Translational Sciences (NCATS).
# POLB inh: DNA polymerase beta (human) inhibition; actives 1.3% (n = 340,000); AID 485314; Potency, µM (highest dose often 114 µM), inactives show top-dose activity change, negative = inhibition, most hits filed as inhibitors; P06746; Pol beta primer extension/strand displacement, fluorescence kinetic; further: on the % scale 0 is the no-effect control and ±100 the full control effect
#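 Reaction started by 50 nM substrate onto compound-treated Pol beta (10 nM, 15 min preincubation, room temperature); plates read at 0 min and 10 min. Normalized concentration-effect data fitted by four-parameter Hill equation.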
# BLM helicase inh: inhibitors of human Bloom syndrome helicase BLM | recombinant BLM DNA unwinding, fluorescence dequenching | P54132 | Potency, µM (doses to about 56.1 µM), inactives show at the highest dose activity change, negative = inhibition, most hits filed as inhibitors | actives 0.2% (n = 350,000);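 further: plate controls were vehicle for no effect and no enzyme for full effect; nearly all actives have a fitted effect of over 35% in size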
# POLI inh: DNA polymerase iota (human) inhibition | Pol iota fluorescent replication assay, 10 min | Potency, µM (titrated, usually from 115 µM), without a hit: top-dose activity, negative = inhibition, usual class: inhibitors | actives 1% (n = 390,000) | AID 588590
#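 Pol iota at 10 nM preincubated 15 min with compounds at room temperature; reaction started with fluorescent substrate, 50 nM final. Fluorescence read kinetically at 0 and 10 min; buffer-only wells as negative control.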
# G9a inh: G9a (human) methyltransferase inhibition; G9a H3K9 monomethylation, AlphaScreen, 2 h; Potency, µM (top dose mostly 102 µM), for inactives: at the top dose activity, negative = inhibition, actives largely listed as inhibitors; Q96KQ7; actives 8.8% (n = 350,000); further: on the % scale 0 is the no-effect control and ±100 the full control effect; nearly all actives have a fitted effect of over 75% in size
# Target sequence (Q96KQ7 913-1193 limits assumed): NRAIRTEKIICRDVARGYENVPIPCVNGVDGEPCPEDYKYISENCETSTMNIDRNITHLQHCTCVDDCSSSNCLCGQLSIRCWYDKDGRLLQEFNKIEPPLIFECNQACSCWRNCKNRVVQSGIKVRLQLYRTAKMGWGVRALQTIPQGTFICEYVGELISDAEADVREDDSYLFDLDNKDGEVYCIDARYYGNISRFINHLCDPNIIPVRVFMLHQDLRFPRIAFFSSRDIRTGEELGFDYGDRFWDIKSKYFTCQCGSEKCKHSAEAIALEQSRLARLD
#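 G9a (20 nM) preincubated 15 min RT with compounds, then 500 nM biotinylated H3K9 peptide and 20 uM SAM added; 2 h RT reaction. Monomethyl-H3K9 product detected by AlphaScreen with anti-H3K9me1 antibody, streptavidin donor and anti-rabbit IgG acceptor beads.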
# APE1 inh: APE1 (human) endonuclease inhibition. Potency, µM (highest dose often 65.8 µM), for inactives: top-dose activity change, negative = inhibition, usual class: inhibitors. AID 2517. P27695. actives 0.35% (n = 350,000). recombinant APE1, TAMRA/BHQ-2 abasic DNA cleavage fluorescence;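 further: plate controls were vehicle for no effect and reference inhibitor for full effect; nearly all actives have a fitted effect of over 55% in size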
# Target sequence (P27695 whole entry, looked up): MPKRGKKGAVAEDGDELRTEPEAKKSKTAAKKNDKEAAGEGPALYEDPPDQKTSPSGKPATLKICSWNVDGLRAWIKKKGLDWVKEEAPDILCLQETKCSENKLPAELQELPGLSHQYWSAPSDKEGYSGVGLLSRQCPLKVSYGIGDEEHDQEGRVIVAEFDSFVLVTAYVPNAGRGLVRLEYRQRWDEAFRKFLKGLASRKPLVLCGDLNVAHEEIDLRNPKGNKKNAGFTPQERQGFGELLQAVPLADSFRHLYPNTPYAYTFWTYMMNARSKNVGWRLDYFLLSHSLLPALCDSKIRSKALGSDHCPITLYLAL
#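 Activity was derived from the fluorescence gain between first and third kinetic reads (60 s intervals, ex 525/em 598 nm) after 50 nM THF-abasic TAMRA/BHQ-2 duplex was added to 0.75 nM APE1 preincubated 15 min with compound.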
# POLH inh: DNA polymerase eta (human) inhibition | recombinant Pol eta, fluorescent DNA replication assay | Potency, µM (highest dose often 114 µM), without a hit: at the top dose activity change, negative = inhibition, hits mostly inhibitors | actives 1.2% (n = 390,000); further: on the % scale 0 is the no-effect control and ±100 the full control effect
#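 Pol eta at 10 nM preincubated with compounds 15 min at room temperature; reaction started with fluorescent substrate (50 nM final) and read kinetically at 0 and 10 min.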
# POLK inh: DNA polymerase kappa (human) inhibition; Q9UBT6; purified Pol kappa, fluorescent DNA synthesis assay, 10 min; Potency, µM (titrated, usually from 107 µM), for inactives: top-dose activity, negative = inhibition, hits mostly inhibitors; actives 0.53% (n = 400,000); AID 588579; further: on the % scale 0 is the no-effect control and ±100 the full control effect
#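 10 nM Pol kappa preincubated 15 min at room temperature with compounds, then reaction started with substrate at 50 nM final. Fluorescence read kinetically at 0 and 10 min; buffer-only wells served as negative control.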
# Anesthetic bind: candidate novel general anesthetic via apoferritin binding. P02791. AID 485281. apoferritin/1-aminoanthracene competitive binding, fluorescence. Potency, µM (titrated, usually from 77.5 µM), for inactives: at the top dose activity change, negative = displacement, most hits filed as inhibitors. actives 0.074% (n = 350,000); further: on the % scale 0 is the no-effect control and ±100 the full control effect; nearly all actives have a fitted effect of over 20% in size
# Target sequence (P02791 2-175 limits assumed): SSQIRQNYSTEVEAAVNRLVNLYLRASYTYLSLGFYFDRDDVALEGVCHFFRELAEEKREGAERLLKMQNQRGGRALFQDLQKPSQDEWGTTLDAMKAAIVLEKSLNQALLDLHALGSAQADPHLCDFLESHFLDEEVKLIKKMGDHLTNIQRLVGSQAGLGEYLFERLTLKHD
#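 Probe: 1-aminoanthracene (50% saturated, PBS). Protein: horse-spleen apoferritin, 10 uM. Incubation: 10 min, room temperature. Detection: 380 nm excitation, 535 nm emission. Analysis: normalized response, four-parameter Hill.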
# BAZ2B inh: BAZ2B (human) inhibition; AID 504333; Q9UIF8; Potency, µM (highest dose often 114 µM), for inactives: at the highest dose activity change, negative = inhibition, actives largely listed as inhibitors; AlphaScreen BAZ2B-H3K14Ac peptide displacement; actives 4.4% (n = 360,000); further: on the % scale 0 is the no-effect control and ±100 the full control effect; nearly all actives have a fitted effect of over 60% in size
#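 BAZ2B 50 nM plus b-H3(5-23)K14Ac 50 nM, PBS pH 7.4/0.01% Tween-20, 30 min RT; compound added (max 110 uM), 30 min RT; streptavidin donor/Ni-chelate acceptor beads 10 ug/mL final, 20 min dark; AlphaScreen read.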
# Numbers without * were called inactive; ? = inconclusive; nt = not tested or not shown; & = joins results of further samples; [ ] = remark or other dose. The call rests on the fitted dose curve; in most records, active means well fitted curve in the direction sought with a large enough effect; inconclusive means small, poorly fitted or top-dose-only effect, or another doubt; inactive means no such curve, though single readings can be large; an effect the other way counts as inactive or inconclusive. Potency means the concentration at half of the fitted maximal effect. A portion of the library (hit frequency here may not be typical).
SMILES,POLB inh,BLM helicase inh,POLI inh,G9a inh,APE1 inh,POLH inh,POLK inh,Anesthetic bind,BAZ2B inh
Cc1ccc2c(=O)cc(C(=O)NCc3ccccc3)oc2c1,?,-4%,?,-15%[59 µM],nt,1%,-6%,-7%,-25%
COc1cc(OC)cc(C(=O)NCCCCCCNC(=O)c2cc(OC)cc(OC)c2)c1,nt,nt,-22%,7%[12.7 µM],-23%,0%,-8%,nt,-31%
CC12CN(Cc3ccccc3)CC(C)(CN(Cc3ccccc3)C1)C2=O,-1%,-4%,2%,3%,0%,-24%,3%,-10%,-7%
O=C(Cc1c(O)c2ccccc2[nH]c1=O)NCc1ccccc1F,15%,0%,4%,71µM*,1%,2%,-5%,?,-2%
Cc1ccc(C(=O)N2CCN(C)CC2)cc1S(=O)(=O)N1CCOCC1,5%,-1%,12%,nt,5%,3%,-11%,-2%,-5%
Cc1cc(NC(=O)CSc2ncc(C(=O)Nc3ccc(Cl)cc3)c(=O)n2C)no1,26%,-4%,-8%,3%[59 µM],nt,-17%,-6%[60.1 µM],2%,-7%
CCCCN(CCCC)C(=O)c1cn(CC)c2cc(N3CCN(C)CC3)c(F)cc2c1=O,20%,1%,25%,?,15%,-8%,5%,-3%,-13%
COc1cc(C(=O)OCC(=O)NCCC2=CCCCC2)cc(OC)c1OC,nt,nt,19%,-23%,30%,-4%,3%,nt,2%
CCOC(=O)C1CCN(C(=O)c2ccc(OCC(=O)Nc3cccc(C(F)(F)F)c3)cc2)CC1,4%,-5%,23%,12%,-7%,-22%,-10%,-11%,-16%
CC(C(=O)NCC1(c2ccccc2)CCCC1)N1CCCC1 (stereo unspecified),9%,2%,?,2%[59 µM],-1%,-2%,-6%,-15%,-20%
Cn1c(=O)c2c(nc(CN3CCN(Cc4ccccc4)CC3)n2Cc2cccc(Cl)c2)n(C)c1=O,-19%,0%,-14%,40µM*,1%,-8%,-9%,-24%,-39%
CC(=O)N1CCCc2cc(S(=O)(=O)N3CCCC(C(=O)NC(C)C)C3)ccc21 (stereo unspecified),6%,0%,13%,5%[59 µM],nt,-11%,-1%[60.1 µM],-1%,3%
O=C(COc1ccc2c3c(c(=O)oc2c1)CCC3)NCc1ccccn1,33%,-10%,28%,nt,4%,-12%,1%,-11%,-6%
O=c1ccc(-c2ccc(S(=O)(=O)N3CCCCC3)o2)n[nH]1,-1%,-1%,-9%,-3%[59 µM],56%[activator],5%,-1%,-8%,?
O=C1OC(N2CCN(C/C=C/c3ccccc3)CC2)c2ccccc21 (stereo unspecified),-17%,1%,5%,6%,1%,-13%,8%,-14%,1%
CC(Sc1nc2cc(Cl)ccc2s1)C(=O)Nc1ccc2c(c1)OCO2 (stereo unspecified),27%,-6%,287%[activator],?,13%,-4%,-12%,-3%,-12%
C[C@@]12CCC3[C@@](CCC4[C@@]3(C)CCC[C@@]4(C)C(=O)Nc3ccc(Cl)cc3)(CC1=O)C2 (stereo partly specified),nt,nt,15%,-8%[0.501 µM],5%,-19%,-4%,nt,3%
O=C(c1ccccc1Nc1ccc(SC(F)F)cc1)N1CCCCCC1,8%,6%,-17%,nt,-8%,-15%,-9%,60%[activator],34%[activator]
CN(C)CCNC(=O)C1CCN(S(=O)(=O)c2ccc3ccccc3c2)CC1,3%,-7%,38%[activator],78%[activator],50%[activator],-21%,11%,-6%,0%
COc1cc(CCC(=O)Nc2cc(Cl)ccc2N2CCN(C)CC2)cc(OC)c1OC,-18%,-3%,13%,-5%[12.7 µM],-3%,2%,-4%,-2%,-1%
CCOc1ccnc(OCC)c1Br,12%,-1%,85%[activator],9%[59 µM],2%,-19%,-3%,-12%,-18%
Clc1cccc(-n2ncc3c(NCCCN4CCOCC4)ncnc32)c1,-15%,-9%,18%,5%[59 µM],nt,-17%,-10%[60.1 µM],-7%,0%
CSc1cccc(NC(=O)C2CCN(C(=O)c3ccccc3C)CC2)c1,20%,0%,135%[activator],4%[59 µM],-5%,-17%,-8%,2%,-4%
C[N+]1(CC(=O)OC2CCCCCCCCCCC2)CCCC1,-9%,2%,131%[activator],?,11%,?,-5%,-13%,-7%
O=C(O)/C=C/C(=O)NCCc1cccc(Cl)c1,5%,1%,5%,nt,9%,-13%,-1%,-4%,4%

# Molecules listed so far with an aryl methoxy group (3):
SMILES,POLB inh,BLM helicase inh,POLI inh,G9a inh,APE1 inh,POLH inh,POLK inh,Anesthetic bind,BAZ2B inh
COc1cc(OC)cc(C(=O)NCCCCCCNC(=O)c2cc(OC)cc(OC)c2)c1,nt,nt,-22%,7%[12.7 µM],-23%,0%,-8%,nt,-31%
COc1cc(C(=O)OCC(=O)NCCC2=CCCCC2)cc(OC)c1OC,nt,nt,19%,-23%,30%,-4%,3%,nt,2%
COc1cc(CCC(=O)Nc2cc(Cl)ccc2N2CCN(C)CC2)cc(OC)c1OC,-18%,-3%,13%,-5%[12.7 µM],-3%,2%,-4%,-2%,-1%

# Back to the main list with the 2 entries that preceded the break.
SMILES,POLB inh,BLM helicase inh,POLI inh,G9a inh,APE1 inh,POLH inh,POLK inh,Anesthetic bind,BAZ2B inh
C[N+]1(CC(=O)OC2CCCCCCCCCCC2)CCCC1,-9%,2%,131%[activator],?,11%,?,-5%,-13%,-7%
O=C(O)/C=C/C(=O)NCCc1cccc(Cl)c1,5%,1%,5%,nt,9%,-13%,-1%,-4%,4%
C[C@H]1C=C(C(=O)NC2CC2)O[C@@H](OCc2ccc(CO)cc2)C1,-2%,-2%,9%,23%[59 µM],-1%,-24%,-13%,-6%,1%
Cc1cc(C)c(C#N)c(Nc2cccc(Br)c2)n1,-1%,-1%,75%[activator],18%,21%,-13%,-4%,-10%,2%
C[N+](C)(C)CCNC(=O)c1cc[n+](Cc2ccccc2)c(/C=N/O)c1,16%,-1%,3%,10µM*,6%,0%,-6%,-9%,-33%
CC12CC(NC(=O)N1c1cccc(C(=O)N3CCN(c4ccccn4)CC3)c1)c1ccccc1O2 (stereo unspecified),-1%,0%,-10%,-44%[59 µM],0%,-7%,-7%,-21%,8%
CCn1cc(C(=O)N2CCN(c3ccccc3)CC2)c(=O)c2cc(S(=O)(=O)N3CCOCC3)ccc21,14%&23%,2%&-1%,11%&12%,-1%[59 µM],4%,0%&-12%,-5%&-11%,-7%&-5%,-11%
O=C(O)c1ccc(Sc2nnc3ccccn23)c([N+](=O)[O-])c1,24%,-7%,-3%,nt,-4%,3%,0%,-3%,-3%
COc1ccc(CCNC(=O)c2ccc(CNS(=O)(=O)c3ccccc3)cc2)cc1OC,14%&-20%,0%&0%,14%&7%,12%&8%[59 µM],4%,-12%&-8%,3%&3%,65%&-5%[activator],-23%
COCCNC(=O)c1onc(CSc2ccc(F)c(F)c2)c1C(=O)O,2%,-4%,-7%,-5%,-3%,-11%,-8%,-6%,?
CCN(CC)c1ccc(/C=C2\C(=O)c3ccc(C(=O)O)cc3C2=O)cc1,40µM*,-11%,?,11µM*,?,7.9µM*,?,-22%,14µM*
O=C1OC(N2CCN(c3ccccn3)CC2)c2ccccc21 (stereo unspecified),1%,-3%,-1%,?,1%,-6%,-4%,7%,6%
O=C(NC1CCCCC1)c1ccc(CSc2nc3ccncc3n2Cc2ccccc2F)cc1,5%,-5%,?,-30%[59 µM],nt,-4%,13%,-4%,-9%
COc1ccccc1NC(=O)c1nc[nH]c1C(=O)Nc1ccccc1OC,0%,1%,-1%,11µM*,-4%,2%,-3%,-2%,?
CCOc1ccccc1N(C(=O)c1snc(C(N)=O)c1N)C(C(=O)NCCC(C)C)c1ccco1 (stereo unspecified),13%,-10%,5%,0%[59 µM],3%,-12%,-16%,-6%,-5%
CC(C)(C)NC(=O)[C@@H]1CN(Cc2cccnc2)CCN1C[C@@H](O)C[C@@H](Cc1ccccc1)C(=O)N[C@H]1c2ccccc2C[C@H]1O,nt,nt,-4%,nt,6%,-3%,-9%,nt,nt
COc1ccc(NC(=O)C2CCCN(S(=O)(=O)c3c(C)[nH]c(=O)[nH]c3=O)C2)cc1 (stereo unspecified),-31%&28%,1%&0%,-4%&7%,1%[59 µM],0%,-10%&2%,0%&-10%,-3%&-14%,4%&1%
COc1cccc(NC(=O)CSc2nc(O)c(C)c(=O)n2-c2ccc(C)cc2)c1,10%,-2%,4%,-3%,34%,-5%,-10%,-3%,-20%
CC(C)(C)C(=O)N1CCN(c2ccnc3cc(Cl)ccc23)CC1,11%,1%,?,nt,-9%,-9%,-10%,1%,-10%
Cc1cccc(NC(=O)C(C)Oc2ccccc2C)n1 (stereo unspecified),-5%,-3%,-5%,13%[12.7 µM],1%,-3%,2%,-8%,20%
O=C(O)C1[C@H]2C(=O)N(C3CCCC3)C[C@]23C=C[C@H]1O3 (stereo partly specified),0%,-4%,-16%,-12%[59 µM],-7%,14%,-2%,-7%,-2%
O=C(N=Nc1ccc(NOC(=O)c2ccccc2Br)cc1)c1ccccc1O,?,-10%,nt,25µM*,-4%,nt,nt,-9%,7.9µM*
COc1ccc(C(=O)N2CCCCCCC2)cc1OC1CCN(C(C)C)CC1,23%,0%,-14%,0%,51%[activator],8%,-17%,-7%,-25%
CCN(CC(=O)Nc1c(F)cccc1F)C(=O)Cc1ccc2c(c1)OCCO2,nt,nt,26%,13%[12.7 µM],-8%,-6%,8%,nt,-6%

# Four of the entries above in order of their number in G9a inh, descending:
structure,BLM helicase inh,POLI inh,G9a inh,APE1 inh,POLH inh,POLK inh,BAZ2B inh
Cn1c(=O)c2c(nc(CN3CCN(Cc4ccccc4)CC3)n2Cc2cccc(Cl)c2)n(C)c1=O,0%,-14%,40µM*,1%,-8%,-9%,-39%
O=C(N=Nc1ccc(NOC(=O)c2ccccc2Br)cc1)c1ccccc1O,-10%,nt,25µM*,-4%,nt,nt,7.9µM*
CCN(CC)c1ccc(/C=C2\C(=O)c3ccc(C(=O)O)cc3C2=O)cc1,-11%,?,11µM*,?,7.9µM*,?,14µM*
C[N+](C)(C)CCNC(=O)c1cc[n+](Cc2ccccc2)c(/C=N/O)c1,-1%,3%,10µM*,6%,0%,-6%,-33%
